Screening results deposited in PubChem BioAssay by The Scripps Research Institute Molecular Screening Center.
CHO-K1 Ca PAM – counter-screen for M1 PAMs: effect in parental CHO-K1 cells; activation, % at 3 µM; actives 0.02% (n = 360,000); ATP EC20, Fluo-8 calcium fluorescence; 0% at ATP EC20, 100% at ATP max; AID 602247;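 active = activation above the run cutoff, the mean activation of all test compounds plus 3 SD, cut at about 40% in these data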;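 note: peak over basal fluorescence ratio in a 140 s read after ATP addition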
CHO-K1 Ca antag – M1 antagonist counterscreen hit in parental CHO-K1 cells; actives 0.6% (n = 360,000); inhibition, % at 3 µM; ATP-induced calcium, Fluo-8 fluorescence;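 active = inhibition above a per-plate cutoff, the plate's mean sample inhibition plus 3 SD, cut at about 24% in these data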;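 note: 0% = DMSO plus EC80 ATP and 100% = DMSO alone without ATP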
CHRM1 antagonist – antagonists of human M1 muscarinic receptor; P11229; CHO-K1 hM1, Fluo-8 calcium fluorescence, ACh EC80 antagonist; inhibition, % at 3 µM; actives 1.3% (n = 360,000);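 active = percent inhibition above its own plate's cutoff, namely the mean of that plate's compound wells plus 3 SD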;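 note: peak over basal fluorescence ratio during 140 s after agonist addition; 0% = ACh EC80 plus DMSO and 100% = DMSO alone without agonist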
TAAR1 ag – agonists of human TAAR1. Q96RJ0. CHO RD-HGA16 TAAR1, Fluo-8 calcium fluorescence; vehicle wells 0%, saturating PEA agonist 100%. activation, % at 3 µM. actives 0.99% (n = 360,000);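 active = activation above the mean activation of all test compounds in the run plus 3 SD, cut at about 38% in these data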
Target sequence (Q96RJ0 whole entry, looked up): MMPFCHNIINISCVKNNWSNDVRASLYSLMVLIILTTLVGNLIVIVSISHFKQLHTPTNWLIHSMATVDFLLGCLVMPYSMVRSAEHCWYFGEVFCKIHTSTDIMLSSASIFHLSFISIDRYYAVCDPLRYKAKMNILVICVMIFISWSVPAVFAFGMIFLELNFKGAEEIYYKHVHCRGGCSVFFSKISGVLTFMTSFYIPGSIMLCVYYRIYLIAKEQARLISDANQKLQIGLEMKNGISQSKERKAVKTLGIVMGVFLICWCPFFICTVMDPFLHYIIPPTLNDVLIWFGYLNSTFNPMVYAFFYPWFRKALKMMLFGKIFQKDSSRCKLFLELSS
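System: CHO-derived RD-HGA16 cells with stable Gα16 and human TAAR1. Times: 17-24 h plating, Fluo-8 75 min 37 °C, 30 min RT. Measured by: calcium-sensitive Fluo-8 signal, excitation 470-495, emission 515-575 nm. Read-out basis: % activation relative to PEA EC100 response. Control set: DMSO and PEA EC100. Repeats: no replicates (n 1).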
TAAR1 antag – antagonists of human TAAR1. CHO RD-HGA16 TAAR1, Fluo-8 calcium fluorescence, antagonist. inhibition, % at 3 µM. actives 1.5% (n = 360,000). AID 624466;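 active = inhibition above a per-plate cutoff, the mean inhibition of test compounds on that plate plus 3 SD, cut at about 49% in these data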;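 note: 0% = DMSO plus EC80 beta-PEA response and 100% = DMSO alone without agonist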
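Material: RD-HGA16 CHO cells with stable hTAAR1 and Gα16; Dosing: single nominal final test compound concentration of 3 µM; Schedule: seeding 17-24 h prior, 75-min 37 °C, 30-min RT dye loading; Detection: kinetic Fluo-8 calcium fluorescence measurement; Measure: % inhibition from peak post-agonist over basal fluorescence ratio; Benchmarks: vehicle and agonist controls.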
M1 ag – human M1 muscarinic receptor agonism | CHO-K1 hM1, Fluo-8 calcium fluorescence, agonist mode; 0% DMSO, 100% acetylcholine EC100 | AID 588814 | P11229 | actives 0.33% (n = 360,000) | activation, % at 3 µM;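 active = activation above the run's mean compound activation plus 3 SD, cut at about 16% in these data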;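 note: peak over basal fluorescence ratio within a 140 s kinetic read after compound addition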
M1 ag parental – counter-screen for M1 agonists: effect in parental CHO-K1 cells | activation, % at 3 µM | AID 602248 | Fluo-8 calcium fluorescence; scaled to maximal ATP response, vehicle zero | actives 0.48% (n = 360,000); in the data active = activation above about 15%;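 note: untransfected CHO-K1 host cells lacking M1 receptor as counterscreen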
OXTR potentiate – potentiates the human oxytocin receptor response; P30559; CHO-OTR cells, Fluo-8 calcium fluorescence, potentiator mode; 0% = oxytocin EC15, 100% = EC100; activation, % at 3 µM; actives 0.061% (n = 320,000); AID 2445;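 active = activation above that plate's cutoff, the mean activation of tested compounds plus 3 SD, cut at about 6.6% in these data, passing the limit was not always enough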;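 note: 100% uses oxytocin at 75 nM as the full agonist control; some results filed as inactive read as strong as hits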
Target sequence (P30559 whole entry, looked up): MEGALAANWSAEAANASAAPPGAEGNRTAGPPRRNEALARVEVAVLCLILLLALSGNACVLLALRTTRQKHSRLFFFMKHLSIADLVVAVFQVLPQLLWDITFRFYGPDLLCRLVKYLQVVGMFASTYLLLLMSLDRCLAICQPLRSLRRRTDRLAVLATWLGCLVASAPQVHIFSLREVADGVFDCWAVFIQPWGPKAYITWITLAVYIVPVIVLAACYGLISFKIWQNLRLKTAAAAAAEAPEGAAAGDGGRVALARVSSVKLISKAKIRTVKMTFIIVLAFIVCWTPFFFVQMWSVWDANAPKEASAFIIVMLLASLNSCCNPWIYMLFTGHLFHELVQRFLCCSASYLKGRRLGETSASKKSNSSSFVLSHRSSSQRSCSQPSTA
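Assay system: CHO cell line stably expressing human OTR. Reagent: EC15 oxytocin agonist. Dosing: single dose, 3.0 µM nominal final compound concentration. Timing: compound 6 min at room temperature before oxytocin, 100 s read. Signal: kinetic Fluo-8 calcium fluorescence. Controls: oxytocin EC15 low and EC100 high.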
CHO parental Ca – counter-screen for OX1R antagonists: effect in parental CHO cells; parental CHO-K1, ATP-induced calcium, Fluo-8 fluorescence; inhibition, % at 5.6 µM; actives 0.63% (n = 330,000); AID 463079;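 active = inhibition above that plate's mean sample inhibition plus 3 SD, cut at about 26% in these data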;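 note: 0% = ATP-challenged DMSO wells and 100% = DMSO wells without ATP; some compounds past the cut are filed as inactive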
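Material: Parental CHO cells | Reagent: ATP | Compound dosing: Single nominal dose of 5.6 µM per compound | Detection: Intracellular calcium via Fluo-8 no-wash fluorescent dye | Read-out: % inhibition of ATP-induced calcium mobilization | Benchmarks: Low control ATP plus DMSO, high control DMSO only | Replicates: Singlicate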
The depositor's hits bear a star; . = no result given.

SMILES	CHO-K1 Ca PAM	CHO-K1 Ca antag	CHRM1 antagonist	TAAR1 ag	TAAR1 antag	M1 ag	M1 ag parental	OXTR potentiate	CHO parental Ca
COc1ccc(CC(N)c2csc(Nc3nccc(C(F)(F)F)n3)n2)cc1 (configuration not stated)	18	-4	-3	52*	22	7	5.4	.	.
Cc1ccc(C(=O)N2CCc3cc4c(cc3C2C)OCCCO4)cc1 (configuration not stated)	17	-16	13	1	-24	-4	5.3	-13	-23
CC1(C(=O)NS(=O)(=O)c2cccs2)CCN1C(=O)CC1CC1 (configuration not stated)	17	-6	-9	2	-10	-3	0.4	.	.
CCCNC(=O)C1(C)CCCN(C(=O)c2ccccc2OC(F)(F)F)C1 (configuration not stated)	15	-22	-19	2	-24	0	0.6	.	.
COc1ccc(-c2nc(NC(=O)C3CCN(c4nc5ccccc5o4)CC3)sc2C)cc1	8	-6	-6	16	12	-3	0.3	-12	-6
Cc1cc(C)n(-c2ccc(C(=O)NC(C)C)cc2)n1	-7	11	-3	.	.	-8	-0.2	-7	-7
CN1CCCC(OC(=O)c2cc(Cl)ccc2Cl)C1 (configuration not stated)	14	-8	-1	7	-1	-5	0.7	-25	-13
COc1ccc(Cc2nnc(NC(=O)c3ccccc3F)s2)cc1OC	10	-2	-16	3	3	1	0.8	4	-14
Cc1nn(CCC(=O)O)c2nc(-c3cccnc3)cc(C(F)(F)F)c12	14	-7	-13	6	13	-2	-0.1	0	2
CN(C)CC(C)(C)CNS(=O)(=O)CC12CCC(CC1=O)C2(C)C (configuration not stated)	8	0	2	4	6	-4	-0.3	-2	5
Cc1ccc(NC(=O)C(=O)NC2CCCCC2)cc1	10	-9	-10	2	-3	-3	0.1	-4	-3
COc1ccccc1C(=O)Nc1ccccn1	27	-19	-13	4	2	-6	1.7	-5	-5
COc1ccc(N2C(=O)/C(=C/c3ccc([N+](=O)[O-])cc3)N=C2C)cc1	21	-19	-2	0	11	0	2.0	0	3
O=C(NCCC(=O)N1CCCCC1)c1ccc(Br)cc1	0	-2	-1	1	-9	-3	0.7	-3	-3
CCn1c(-c2ccccc2)csc1=Nc1ccc(S(=O)(=O)O)cc1	17	1	-5	8	1	-10	0.1	-14	-5
CC(=O)NCCC(=O)Nc1ccc(C(N)=O)cc1	21	-16	-11	2	-12	-5	2.4	8	-16
O=C(Nc1ccon1)Nc1ccccc1C(F)(F)F	8	-4	-10	-1	5	-1	0.9	-2	-8
CCOC(=O)c1c(C)n(CC)c2c1cc(O)c1ccccc12	1	9	-3	-2	-31	1	13	0	11
O=C(Nc1ccc(F)c(Cl)c1)Nc1nnc([C@H]2C[C@H](O)[C@@H](CO)O2)s1	17	-12	-12	17	-8	-3	0.6	.	.
CCOC(=O)c1c(S(=O)(=O)NCC(=O)Nc2cccc(F)c2)c(C)n(C)c1C	12	-10	-10	0	-18	-1	0.8	0	-4
CCC(C)CCN1C(N(C)C)=NC[C@@H]1C (some centres not stated)	3	-12	14	7	11	-6	0.4	0	15
Cc1cccc(NS(=O)(=O)c2ccc3c(c2)OCCO3)c1	16	-7	8	20	3	-3	1.9	-3	-16
O=C(Nc1ccc2c(c1)OCO2)Nc1ccc2c(c1)OCO2	-4	8	-7	12	-13	-5	1.2	-1	-2
CCc1nnc(NCn2nc(C)cc2C)s1	-1	0	8	5	5	0	2.4	-10	-7
O=C(CCCc1ccccc1)NCCCN1CCOCC1	-4	8	2	4	-7	-5	0.0	1	-1
Cc1c(Br)cc(C(=O)N2CCCC2)c(C)c1C	6	-2	-12	12	1	0	0.1	-10	-19
CN(C)c1cccc(C(=O)OC(C(=O)Nc2ccc(Cl)cc2C(F)(F)F)c2ccccc2)c1 (configuration not stated)	27	-13	-7	-1	-30	-9	0.9	-3	-10
COCCN(C(=O)COC(=O)C1=COCCO1)c1c(N)n(Cc2ccccc2)c(=O)[nH]c1=O	8	-2	-5	12	-26	-1	0.8	-10	-8
CCOC(=O)c1ccc(S(=O)(=O)N2CCN(C(=O)c3cc4ccccc4o3)CC2)cc1	3	-3	-13	0	2	-2	3.4	.	.
Cc1c(NC(=O)COc2ncnc3ccccc23)c(=O)n(-c2ccccc2)n1C	10	-9	-18	1	0	-3	0.0	2	-3

Sorted by SMILES length (highest first): some entries from above
SMILES	CHO-K1 Ca PAM	CHO-K1 Ca antag	CHRM1 antagonist	TAAR1 ag	TAAR1 antag	M1 ag	M1 ag parental	OXTR potentiate	CHO parental Ca
Cc1cccc(NS(=O)(=O)c2ccc3c(c2)OCCO3)c1	16	-7	8	20	3	-3	1.9	-3	-16
Cc1c(Br)cc(C(=O)N2CCCC2)c(C)c1C	6	-2	-12	12	1	0	0.1	-10	-19
CCc1nnc(NCn2nc(C)cc2C)s1	-1	0	8	5	5	0	2.4	-10	-7

Remaining list, next part.
SMILES	CHO-K1 Ca PAM	CHO-K1 Ca antag	CHRM1 antagonist	TAAR1 ag	TAAR1 antag	M1 ag	M1 ag parental	OXTR potentiate	CHO parental Ca
COc1ccc(-n2nnnc2CNC(=O)c2ccc3ccccc3c2)cc1	8	-1	-11	0	-9	-2	0.4	-12	-9
COc1cc(C=O)ccc1OCCCOc1ccc([N+](=O)[O-])cc1	6	7	-4	7	5	-5	2.6	-9	-1
COc1ccc(N2C(=O)CCC(C(=O)O)C2c2ccc(OC)c(OC)c2)cc1 (configuration not stated)	13	-5	3	6	0	-5	0.2	-6	5
Cc1c(C=NCCOCc2ccccc2)cnn1C	15	-13	-7	42*	25	3	0.4	-3	-14
Cc1cc(C)c(S(=O)(=O)NCC2CCC(C(=O)NCc3ccccn3)CC2)c(C)c1 (configuration not stated)	5	-10	-1	2	-8	-7	0.9	-3	-1
CCOC(=O)C1(CCCc2ccccc2)CCN(S(C)(=O)=O)CC1	14	-10	-3	2	-10	-3	3.1	-2	-7
CCc1n[nH]c2c1/C(=N/O)CCC2	1	-12	-8	2	7	-4	0.1	-20	21
COc1cc(OC)c(OC)cc1C#N	20	1	2	0	9	-4	1.6	0	-8
Oc1c(C=NCc2ccncc2)sc2ccccc12	.	.	.	7	7	.	.	-9	-1
Cc1ccc2c(CSc3nnc(N)s3)cc(=O)oc2c1	13	-1	-1	0	-9	-1	0.4	-9	-11
CC1(C)C/C(=C(/C#N)C(N)=O)CCO1	5	-5	2	6	-9	2	0.1	-12	1
CCOC(=O)N1CCN(C(=O)c2cn(C)c3ccc(S(=O)(=O)N4CCOCC4)cc3c2=O)CC1	18	-9	-11	2	8	-3	0.8	-7	-21
COc1cc2sc(-c3ccc(S(C)(=O)=O)cc3)c(-c3ccc4c(c3)OCO4)c2cc1OC	4	-1	10	7	30	-3	1.0	-10	4
Cc1n[nH]c2c([N+](=O)[O-])c(=O)[nH]c(=O)n12	1	-4	-9	2	-17	-1	0.2	.	.
CN(NC(=O)NN(C)C(=O)c1ccccc1)C(=O)c1ccccc1	6	-6	-9	1	-7	-5	0.2	.	.
CS(=O)(=O)N1CCc2cc(C(=O)NC3CC3)ccc21	-8	-2	-4	8	10	-8	-0.2	2	-14
O=C(Cn1ccc([N+](=O)[O-])n1)c1ccccc1	23	-8	-10	1	-2	-7	0.1	0	-12
O=C(CNC(=O)c1cccs1)NCC(=O)OCc1ccccc1Cl	-9	-5	-9	3	-11	-4	0.7	2	-7
Cc1ccc(NC(=S)NC(C)(C)C)c([N+](=O)[O-])c1	-7	3	0	1	1	-3	0.7	-4	-17
O=C(Cc1cccs1)N1CCN(c2cccc(Cl)c2)CC1	7	-1	-6	12	5	-5	1.1	-7	-24
O=c1cc(CSc2ccccc2)[nH]c2ccccc12	-6	-9	-1	1	1	2	6.6	-13	-3
CC1(C)NC(=O)N(CCCC(=O)Nc2ccc(C(F)(F)F)cc2)C1=O	1	-4	-10	0	3	-2	0.4	-7	-24
Cc1noc(N)c1C(=O)Nc1ccc(F)c(Cl)c1	-2	-7	-3	6	15	0	0.0	-12	16
O=C(CN(C(=O)CCC(=O)Nc1nccs1)c1ccccc1F)NCc1ccccc1	-17	6	17	-2	1	-2	0.0	-6	2
O=C(CSc1ncn[nH]1)Nc1ccccc1C(=O)O	11	3	-22	8	4	1	0.5	-8	8
c1ccc(Oc2ccccc2-c2cc(NCCc3cccnc3)n3nccc3n2)cc1	1	-2	-10	5	7	-6	0.9	.	.
CCOc1ccc(N(Cc2cc3ccc(C)cc3[nH]c2=O)C(=O)COC)cc1	16	-10	-24	2	-8	-4	-0.1	-15	-24
CCOc1ccccc1N(C(=O)c1snc(C(N)=O)c1N)C(CC)C(=O)NC1CCCC1 (configuration not stated)	7	-8	-18	-1	-15	-3	-0.2	-3	-13
CC1=CC(C2CC(=O)N(c3ccc(C)cc3)C2=O)CC2C(=O)N(c3ccc(C)cc3)C(=O)C12 (configuration not stated)	22	-24	-16	2	-49	-6	0.9	4	-12
S=c1[nH]nc2sc3ccccc3n12	14	-6	-18	0	-3	-3	1.1	.	.
COc1ccc(NC(=O)N2CCN(c3ccc([N+](=O)[O-])cc3)CC2)cc1OC	5	-6	-7	3	27	-3	2.5	-15	-13
CCc1noc(C)c1C(=O)Nc1nc2ccc(S(C)(=O)=O)cc2s1	5	0	-5	1	2	-2	1.5	-2	-4
CC(C)CNC(=O)C(=O)Nc1ccc2c(c1)N(S(=O)(=O)c1cccs1)CCC2	5	-12	-10	0	13	-3	1.9	-13	-17
CC(=O)Nc1ccc(N/C=C/C(=O)c2ccc(C)cc2)cc1	16	-7	2	3	-5	2	0.8	-4	-18
S=c1[nH]nc(-c2cccnc2)n1Cc1ccccc1	15	-7	-18	2	2	-4	0.6	-14	-7
COc1cc(/C=C2\SC(=O)NC2=O)ccc1Oc1ccc([N+](=O)[O-])cc1[N+](=O)[O-]	17	-7	-1	20	31	-4	0.9	5	-7
CC(=O)Nc1ccccc1-c1nc2ccc(C(=O)N3CCN(c4cc(C)ccc4C)CC3)cc2[nH]c1=O	26	-10	-12	1	-6	-2	0.6	-10	-4
O=c1ncn(C2CCCCC2)c(=O)[nH]1	9	-6	2	0	0	5	0.9	.	.
CCn1cc(/C=C(\NC(=O)c2ccccc2)C(=O)N2CCOCC2)c2ccccc21	-1	3	14	1	-8	1	0.8	.	.
